Source: PubChem (National Center for Advancing Translational Sciences (NCATS))
TCR act: Activators of T cell receptors: qHTS campaign; primary human leukocytes, anti-CD3, IL-2 HTRF, 48 h; Potency, µM (doses to about 9.22 µM), for inactives: at the top dose activation of IL-2 secretion, hits mostly activators; 330,000 tested, under 10 active; AID 504894, 2011; also: % of control where 0% means no effect
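Primary human leukocytes receive a-CD3 beads and test compound and are incubated 48 hr. Secreted IL-2 is then assayed by HTRF, measuring 665nm acceptor emission after 320nm excitation of the europium donor.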
AT treatment: qHTS Assay for Identifying a Potential Treatment of Ataxia-Telangiectasia; […] A-T fibroblasts, KAP-1 phosphorylation AlphaLISA; neocarzinostatin DNA damage 30 min before lysis; Potency, µM (series often up to 57.5 µM), inactives show top-dose activation, most hits filed as activators; actives 0.19% (n = 320,000); AID 485349, 2010; also: potency is read from the fitted curve at half-maximal effect; % of control where 0% means no effect; nearly all actives have a fitted effect of over 45% in size
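hTERT-immortalized A-T patient fibroblasts ([…]), 500 cells/well in OPTI-MEM, 1% FBS, got compounds for 60 min, then NCS for 30 min at 37C. Lysates were then assayed for phospho-KAP-1 by AlphaLISA (anti-pKAP1 donor, anti-KAP1 acceptor beads), 6 hr at 25C.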
CXXC DNA block: qHTS Fluorescence Polarization Assay for Inhibitors of MLL CXXC domain - DNA interaction; MLL-CXXC / FITC-HOXA9 DNA fluorescence polarization; Potency, µM (doses to about 115 µM), for inactives: top-dose activity change, negative = inhibition, hits mostly inhibitors; actives 0.037% (n = 290,000); Histone-lysine N-methyltransferase 2A (Homo sapiens), Q03164; active = well fitted inhibition curve with a large enough effect in the polarisation, with a control signal flat, not every such curve was filed as active; inconclusive = small, poorly fitted or top-dose-only effect, or effect the other way, or a change in a side signal; inactive = no such curve, though single readings can be large or run the other way; the % refers to the polarisation; also: potency is read from the fitted curve at half-maximal effect
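Steps: dispense CXXC domain solution (7 uM) → pin compounds or unlabeled HOX-A9 DNA control → 5 min ambient → add FLSN-HOX-A9 solution (50 nM) → spin → 30 min ambient → fluorescence polarization. Tris pH 7.5/NaCl/DTT/BSA buffer.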
a7 integrin act: qHTS for Activators of Integrin-Mediated Alleviation for Muscular Dystrophy; alpha7betagal myoblasts, beta-gal FDG fluorescence, 48 h; Potency, µM (titrated, usually from 38.3 µM), inactives show top-dose activation, hits mostly activators; actives 0.064% (n = 350,000); AID 624291, 2012;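 also: potency is read from the fitted curve at half-maximal effect; 100% = response of the positive control SU9516; nearly all actives have a fitted effect of over 60% in size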
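alpha7betagal+/- myoblasts (passage 13, 250/well) treated 48 h at 37C with compounds at 1:260 dilution of DMSO stock. Lysed, then beta-galactosidase activity read as FDG fluorescence (ex 480/em 540) after 30 min, with pre-read for autofluorescence.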
Mito fusion act: qHTS Assay for Small Molecule Inhibitors of Mitochondrial Division or Activators of Mitochondrial Fusion. S. cerevisiae fusion-defective mutant growth rescue, CellTiterGlo 48 h. Potency, µM (top dose mostly 46.1 µM), without a hit: at the highest dose growth rescue (activation), actives largely listed as activators. actives 0.23% (n = 320,000). AID 485298, 2010;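 also: potency is read from the fitted curve at half-maximal effect; % of control where 0% means no effect; nearly all actives have a fitted effect of over 45% in size; temperature-sensitive fusion mutants such as fzo1-1 at 37 °C on non-fermentable ethanol glycerol medium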
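Luminescent cell viability in 1536-well qHTS format served as the measure of rescued growth in ts fusion-mutant S. cerevisiae cultured on non-fermentable YPEG for 48 hours at 37C.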
TSG101-PTAP inh: qHTS Assay for Iinhibitors of HIV-1 Budding by Blocking the Interaction of PTAP/TSG101. Tumor susceptibility gene 101 protein (Homo sapiens), Q99816. Fluorescence polarization, FITC-PTAP peptide / Tsg101 binding. Potency, µM (doses to about 115 µM), for the others: at the top dose activity change, negative = inhibition, hits mostly inhibitors. 340,000 tested, under 10 active; active = well fitted inhibition curve with a large enough effect in the main read-out, with a control signal flat, not every such curve was filed as active; inconclusive = small, poorly fitted or top-dose-only effect, or effect the other way, or a change in a side signal; inactive = no such curve, though single readings can be large or run the other way; also: potency is read from the fitted curve at half-maximal effect; % of control where 0% means no effect
Target sequence (Q99816 whole entry, looked up): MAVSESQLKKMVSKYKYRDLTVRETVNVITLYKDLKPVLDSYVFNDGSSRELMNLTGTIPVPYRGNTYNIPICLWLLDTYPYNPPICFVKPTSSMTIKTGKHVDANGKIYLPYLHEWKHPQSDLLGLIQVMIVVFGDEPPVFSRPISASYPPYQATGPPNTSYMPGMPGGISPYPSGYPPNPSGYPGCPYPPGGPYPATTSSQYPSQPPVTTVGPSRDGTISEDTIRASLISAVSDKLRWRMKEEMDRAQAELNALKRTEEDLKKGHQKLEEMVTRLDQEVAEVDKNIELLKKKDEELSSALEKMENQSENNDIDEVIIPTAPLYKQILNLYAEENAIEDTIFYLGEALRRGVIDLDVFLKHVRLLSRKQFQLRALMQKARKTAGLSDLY
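Compounds were pin-transferred onto Tsg101 binding domain (10 uM final) in HEPES pH 7.5 buffer, then FITC-PTAP peptide was added at 50 nM final. After 20 min at RT, polarization reported peptide displacement across a qHTS concentration series.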
MBNL1 CUG block: qHTS Assay for Inhibitors of MBNL1-poly(CUG) RNA binding; TR-FRET MBNL1-His/biotin-(CUG)12 binding, 665/545 ratio; Potency, µM (doses to about 57.5 µM), for inactives: at the highest dose activity change, negative = inhibition, actives largely listed as inhibitors; AID 2675, 2010; actives 0.036% (n = 280,000); active = well fitted inhibition curve with a large enough effect in the signal ratio, with a control signal flat, not every such curve was filed as active; inconclusive = small, poorly fitted or top-dose-only effect, or effect the other way, or a change in a side signal; inactive = no such curve, though single readings can be large or run the other way; the % refers to the signal ratio; also: potency is read from the fitted curve at half-maximal effect; % is scaled to controls: 0 for no effect and ±100 for the full control effect
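TR-FRET between His-tagged MBNL1 and biotin-(CUG)12 RNA, detected with Tb anti-His antibody (0.055 ng/ul) and streptavidin-XL665 (5 nM), 60 min at room temperature. Compounds titrated 92 nM to 58 uM; 665/545 nm ratio normalized to buffer and complex controls.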
S-ASM inh: Inhibitors of Secretory Acid Sphingomyelinase (S-ASM): qHTS. Sphingomyelin phosphodiesterase (Homo sapiens), P17405. placental ASM, HMU-PC fluorogenic substrate, 60 min. actives 0.006% (n = 340,000). Potency, µM (highest dose often 57.5 µM), inactives show at the highest dose activity change, negative = inhibition, actives largely listed as inhibitors. AID 504937, 2011; also: potency is read from the fitted curve at half-maximal effect
Target sequence (P17405 47-631 limits assumed): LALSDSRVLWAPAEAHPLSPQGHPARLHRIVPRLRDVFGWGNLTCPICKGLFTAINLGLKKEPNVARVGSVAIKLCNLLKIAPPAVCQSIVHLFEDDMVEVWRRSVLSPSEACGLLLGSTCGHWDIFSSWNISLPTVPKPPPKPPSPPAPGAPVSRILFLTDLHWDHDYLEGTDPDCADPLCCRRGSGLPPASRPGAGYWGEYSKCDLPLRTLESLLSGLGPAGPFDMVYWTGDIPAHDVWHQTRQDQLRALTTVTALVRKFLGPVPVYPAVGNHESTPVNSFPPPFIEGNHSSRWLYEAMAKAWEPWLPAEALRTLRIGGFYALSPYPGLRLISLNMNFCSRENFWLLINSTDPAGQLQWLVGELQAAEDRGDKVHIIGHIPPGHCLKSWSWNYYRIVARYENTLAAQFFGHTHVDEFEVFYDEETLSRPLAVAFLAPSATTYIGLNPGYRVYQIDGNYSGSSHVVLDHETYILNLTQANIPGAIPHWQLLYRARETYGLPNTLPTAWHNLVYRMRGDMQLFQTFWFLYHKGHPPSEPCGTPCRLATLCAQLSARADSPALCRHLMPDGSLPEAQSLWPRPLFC
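Fluorescence read-out (Ex 386 nm, Em 447 nm) after stopping the reaction at pH 10. Enzyme: ASM from human placenta; substrate HMU-PC0, 9 uM final; 60 min, 37 °C. Compound preincubation 10 min, ambient temperature.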
Menin MLL FP TR: qHTS Assay for Inhibitors Targeting the Menin-MLL Interaction in MLL Related Leukemias: Competition With Texas Red Labeled MLL-derived Mutant Peptide. AID 1768, 2009. actives 0.23% (n = 270,000). O00255. Potency, µM (doses to about 61.6 µM), for inactives: top-dose FP activity change, negative = inhibition, hits mostly inhibitors. Menin + Texas Red MLL mutant peptide, fluorescence polarization; active = well fitted inhibition curve with a large enough effect in the polarisation, with a control signal flat, not every such curve was filed as active; inconclusive = small, poorly fitted or top-dose-only effect, or effect the other way, or a change in a side signal; inactive = no such curve, though single readings can be large or run the other way; the % refers to the polarisation; also: potency is read from the fitted curve at half-maximal effect; % of control where 0% means no effect; many of its hits are not listed in these tables
TSHR antagonist: Antagonists of the Thyroid Stimulating Hormone Receptor: HTS campaign. TSHR-expressing cells, TSH-stimulated cAMP HTRF, 2 h; active compounds read low. activity change, negative = inhibition, % at 11.5 µM. actives 0.2% (n = 330,000). AID 504810, 2011;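 active = activity change below a set negative limit, meaning inhibition stronger than a set level, cut at about -70% in these data; inconclusive = activity change between two set negative limits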; also: % is scaled to controls: 0 for no effect and ±100 for the full control effect
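Freshly harvested TSHR cells receive pin-tooled compound, then EC80 TSH at 4nM final. After 2 hours at 37 deg C, antibody in lysis buffer and cAMP-d2 are added; 30 minutes at ambient temperature precede the HTRF read.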
An asterisk follows results filed as active; u = inconclusive; x = not tested or not shown; [ ] = dose if it differs, or a comment. Unless noted, calls follow the shape of the dose curve; as a rule, active = well fitted curve in the direction sought with a large enough effect; inconclusive = small, poorly fitted or top-dose-only effect, or another doubt; inactive = no such curve, though single readings can be large; an effect the other way counts as inactive or inconclusive. This is a subset; the hit share may differ from the screen's.

Preview (2 entries):
#1 O=C(c1ccc(Cl)c(S(=O)(=O)N2CCCCC2)c1)N1CCCC(C(F)(F)F)C1 (configuration not stated)
#2 O=C(O)COc1ccc(/C=N/NC(=O)Cc2ccc(Cl)cc2)cc1
compound no.,1,2
TCR act,4%,0%
AT treatment,3%,-3%
CXXC DNA block,x,3%
a7 integrin act,-7%,u
Mito fusion act,9%,-1%
TSG101-PTAP inh,-1%,-8%
MBNL1 CUG block,x,1%
S-ASM inh,-1%,2%
Menin MLL FP TR,x,x
TSHR antagonist,-6,12

The listing (from the top)
#1 O=C(c1ccc(Cl)c(S(=O)(=O)N2CCCCC2)c1)N1CCCC(C(F)(F)F)C1 (configuration not stated)
#2 O=C(O)COc1ccc(/C=N/NC(=O)Cc2ccc(Cl)cc2)cc1
#3 COc1cccc2cc(C(C)N(CCCN3CCOCC3)C(=S)Nc3ccccc3C)oc12 (configuration not stated)
#4 CCN(CC)Cc1cc2[nH]c3c4ccc(Cl)cc4ncc3c2cc1OC
#5 COc1ccccc1OCC(=O)N1CCC2(CC1)CC(=O)c1ccccc1O2
#6 CCC(C)c1ccc(-n2c(=O)c3ccccc3n3c(=S)[nH]nc23)cc1 (configuration not stated)
compound no.,1,2,3,4,5,6
TCR act,4%,0%,1%,-3%,7%,-5%
AT treatment,3%,-3%,-5%,7%,1%,-1%
CXXC DNA block,x,3%,-4%,u,x,33%
a7 integrin act,-7%,u,16%,-17%,-8%,0%
Mito fusion act,9%,-1%,-2%,23%,4%,-1%
TSG101-PTAP inh,-1%,-8%,-7%,-1%,-10%,0%
MBNL1 CUG block,x,1%,-6%,u,x,-1%
S-ASM inh,-1%,2%,-2%,-11%,1%,-1%
Menin MLL FP TR,x,x,-3%,x,x,-1%
TSHR antagonist,-6,12,9,7,-7,-4

#7 C=CCN1C(=O)/C(=C/c2ccc(-c3ccc(F)cc3)o2)SC1=S
#8 COc1ccc(S(=O)(=O)NCC2CCCN(Cc3cccnc3)C2)cc1 (configuration not stated)
#9 Cc1c(Cl)cccc1NC(=S)Nc1ccc2[nH]c(=O)[nH]c2c1
#10 O=C(NCc1csc(-c2cccs2)n1)c1ccsc1
#11 Cn1c(=O)c2c(nc(N3CCCCCC3)n2CC(O)COc2ccccc2)n(C)c1=O (configuration not stated)
#12 Cc1cccc(/C=N/NC(=O)c2ccc(NC(=O)c3ccc(F)cc3)cc2)n1
compound no.,7,8,9,10,11,12
TCR act,-8%,-6%,-3%,2%,2%,2%
AT treatment,8%,4%,-7%,16%,0%,-6%
CXXC DNA block,u,3%,1%,-17%,-3%,9%
a7 integrin act,x,4%,-19%,18%,-55%[inhibitor],2%
Mito fusion act,-1%,5%,-8%,3%,8%,-4%
TSG101-PTAP inh,u,0%,0%,-2%,1%,-10%
MBNL1 CUG block,4%,15%,-9%,u,-15%,10%
S-ASM inh,-8%,1%,2%,0%,0%,-3%[11.5 µM]
Menin MLL FP TR,u,-25%,x,x,x,u
TSHR antagonist,53,-4,-5,-7,14,3

#13 COc1ccc(Nc2nc(Cl)nc(Nc3ccc(OC)cc3)n2)cc1
#14 CCc1ncc(CN2CCCC(C(=O)Nc3ccc(-c4cscn4)cc3)C2)cn1 (configuration not stated)
#15 S=C(Nc1ccc(Cl)cc1)N1CCCCC1
#16 O=C(O)c1ccc(COc2ccccc2[N+](=O)[O-])o1
#17 C=CCNC(=O)[C@@H]1CSC2c3ccc(OC)c(OC)c3C(=O)N21 (some centres not stated)
#18 O=C(COC(=O)c1c2c(nc3ccccc13)CCCC2)c1cccs1
compound no.,13,14,15,16,17,18
TCR act,-1%,4%,5%[46.1 µM],-9%[46.1 µM],7%,5%
AT treatment,-3%,-3%,3%,1%,-3%,1%
CXXC DNA block,9%,9%,-9%,15%,1%,2%
a7 integrin act,-7%,-2%,7%,19%,-15%,-3%
Mito fusion act,6%,9%,1%,-3%,16%,1%
TSG101-PTAP inh,-6%,-5%,-9%,0%,-7%,-10%
MBNL1 CUG block,-3%,-6%,-20%,21%,9%,15%
S-ASM inh,1%,1%,4%,7%,13%,-14%
Menin MLL FP TR,24%,x,1%,-4%,4%,-30%
TSHR antagonist,-17,6,1,7,-1,-13

Reprinted at random: 2 compounds from above
#17 C=CCNC(=O)[C@@H]1CSC2c3ccc(OC)c(OC)c3C(=O)N21 (some centres not stated)
#15 S=C(Nc1ccc(Cl)cc1)N1CCCCC1
compound no.,17,15
TCR act,7%,5%[46.1 µM]
AT treatment,-3%,3%
CXXC DNA block,1%,-9%
a7 integrin act,-15%,7%
Mito fusion act,16%,1%
TSG101-PTAP inh,-7%,-9%
MBNL1 CUG block,9%,-20%
S-ASM inh,13%,4%
Menin MLL FP TR,4%,1%
TSHR antagonist,-1,1

Remaining list, next part.
#19 COc1cc(SC)ccc1C(=O)Nc1nc(C)cs1
#20 CCOC(=O)C1=C(N)OC2=C(C(=O)CC(C)(C)C2)C1C1CCCCC1 (configuration not stated)
#21 Cc1ccc(OCC(=O)OCc2c(C)noc2C)cc1C
#22 CN(C)C(=O)c1c(C(F)(F)F)nn(C)c1Cl
#23 Cc1ccc2nc3n(c(=O)c2c1)CCCCC3
#24 c1ccc(-c2nn[nH]n2)nc1
compound no.,19,20,21,22,23,24
TCR act,-4%,-3%,0%,0%,-6%[46.1 µM],-27%
AT treatment,14%,-4%,-1%,0%,2%,0%
CXXC DNA block,6%,3%,-4%,8%,-11%,-29%
a7 integrin act,4%,-7%,-2%,6%,2%,u
Mito fusion act,-3%,-6%,-2%,3%,2%,2%
TSG101-PTAP inh,0%,-2%,-5%,-2%,0%,-2%
MBNL1 CUG block,20%,5%,-10%,-12%,-25%,-5%
S-ASM inh,0%,-4%,1%,-4%,3%,1%
Menin MLL FP TR,7%,u,1%,9%,8%,x
TSHR antagonist,-10,5,-6,-3,8,14

#25 COC(=O)c1ccc(NC(=O)C2CCCCC2C(=O)O)cc1 (configuration not stated)
#26 COc1ccc(CC2S/C(=N/N=C/c3ccc(O)cc3)NC2=O)cc1 (configuration not stated)
#27 CCS(=O)(=O)N1CCC(C(=O)NCc2ccccn2)CC1
#28 O=C(Cn1cnc(S(=O)(=O)N2CCCC2)c1)Nc1cccc(Br)c1
#29 CCCC(=O)N(c1ccc(C(=O)O)cc1)c1nc(-c2ccccc2)c(C)s1
#30 CC1(C)Cc2c(sc3c2c(=N)n(Cc2ccco2)c(=O)n3Cc2ccc(Cl)cc2)CO1
#31 Cc1ccc(S(=O)(=O)NCC(C)NS(=O)(=O)c2ccccc2[N+](=O)[O-])cc1 (configuration not stated)
#32 Cc1ccc(NC(=O)CSc2nnc(CNC(=O)c3ccco3)n2C)cc1
#33 COc1ccc(CCN2C(=O)C3C4C=CC(C4)C3C2=O)cc1OC (configuration not stated)
compound no.,25,26,27,28,29,30,31,32,33
TCR act,x,2%,5%,-9%,-2%,-21%,-6%,-4%,x
AT treatment,3%,-4%,7%,4%,-8%,4%,2%,5%,-1%
CXXC DNA block,-2%,-6%,12%,20%,-1%,3%,-4%,x,4%
a7 integrin act,14%,2%,10%,13%,-2%,-18%,-40%,7%,-5%[7.66 µM]
Mito fusion act,-3%,3%,1%,-1%,0%,u,-4%,11%,-4%
TSG101-PTAP inh,-6%,-3%,-6%,-3%,-7%,8%,2%,-1%,-6%
MBNL1 CUG block,-7%,-7%,6%,-1%,0%,-2%,12%,x,-4%
S-ASM inh,4%,21%,-3%,-3%,-2%,-9%,4%,-5%,1%
Menin MLL FP TR,13%,u,1%,x,u,-1%,6%,x,0%
TSHR antagonist,8,-1,-1,2,-6,-5,3,-5,-1
